High-throughput results (PubChem)
M1 PAM parental: nonselective activator or artifact in parental CHO-K1 calcium assay; ATP EC20, Fluo-8 calcium fluorescence; 0% at ATP EC20, 100% at ATP max; activation, % at 3 µM; 360,000 compounds, 0.02% hits; AID 602247;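 active means activation above the run cutoff, the mean activation of all test compounds plus 3 SD, cut at about 40% in these data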;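 further: peak over basal fluorescence ratio in a 140 s read after ATP addition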
OXTR potentiate: potentiates the human oxytocin receptor response. P30559. 320,000 compounds, 0.061% hits. CHO-OTR cells, Fluo-8 calcium fluorescence, potentiator mode; 0% = oxytocin EC15, 100% = EC100. activation, % at 3 µM;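 active means activation above that plate's cutoff, the mean activation of tested compounds plus 3 SD, cut at about 6.6% in these data, passing the limit was not always enough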;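 further: 100% uses oxytocin at 75 nM as the full agonist control; some results filed as inactive read as strong as hits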
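Replication – single well per compound, singlicate · Assay system – CHO cell line stably expressing human OTR · Timing – 6 min pre-incubation, 100 s read · Measure – normalized max/min fluorescence ratio, % activation · Doses – 3.0 µM, one dose · Detection – Fluo-8 calcium dye fluorescence · Probe or stimulus – oxytocin near EC15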
M1 ag: human M1 muscarinic receptor agonism. CHO-K1 hM1, Fluo-8 calcium fluorescence, agonist mode; 0% DMSO, 100% acetylcholine EC100. activation, % at 3 µM. 360,000 compounds, 0.33% hits;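 active means activation above the run's mean compound activation plus 3 SD, cut at about 16% in these data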;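 further: peak over basal fluorescence ratio within a 140 s kinetic read after compound addition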
Target sequence (P11229 whole entry, looked up): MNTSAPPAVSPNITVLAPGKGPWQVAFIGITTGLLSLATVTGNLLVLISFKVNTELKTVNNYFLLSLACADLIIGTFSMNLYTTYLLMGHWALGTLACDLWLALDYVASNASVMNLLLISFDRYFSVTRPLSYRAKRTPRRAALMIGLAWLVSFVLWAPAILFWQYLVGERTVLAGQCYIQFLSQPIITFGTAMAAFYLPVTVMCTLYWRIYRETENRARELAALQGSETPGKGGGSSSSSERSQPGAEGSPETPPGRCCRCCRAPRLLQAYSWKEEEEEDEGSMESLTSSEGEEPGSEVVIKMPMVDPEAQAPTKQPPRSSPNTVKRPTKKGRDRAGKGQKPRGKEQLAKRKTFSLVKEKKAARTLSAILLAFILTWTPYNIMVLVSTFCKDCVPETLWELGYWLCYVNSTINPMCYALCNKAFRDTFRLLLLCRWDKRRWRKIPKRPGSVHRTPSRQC
CHO parental Ca: signal in parental CHO cells, OX1R antagonist counter-screen | 330,000 compounds, 0.63% hits | inhibition, % at 5.6 µM | parental CHO-K1, ATP-induced calcium, Fluo-8 fluorescence;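 active means inhibition above that plate's mean sample inhibition plus 3 SD, cut at about 26% in these data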;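 further: 0% = ATP-challenged DMSO wells and 100% = DMSO wells without ATP; some compounds past the cut are filed as inactive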
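Assay system: parental CHO cells; Read-out basis: percent inhibition of ATP-evoked calcium rise, normalized to controls; Benchmarks: ATP and no-ATP DMSO wells; Compound dosing: single nominal dose of 5.6 µM per compound; Signal: Fluo-8 calcium dye fluorescence; Also added: ATP as calcium-mobilizing challenge; Repeats: singlicate.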
V1aR counter: V1a receptor agonism, counter-screen for OXTR agonists | activation, % at 3 µM | CHO-V1R cells, Fluo-8 calcium fluorescence, agonist mode; 0% DMSO, 100% 3 nM vasopressin | P37288 | 320,000 compounds, 0.25% hits;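 active means activation above the mean activation of all tested compounds plus 3 SD, per screening run, cut at about 20% in these data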;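 further: signal is peak over basal fluorescence ratio across a 100 second FLIPR read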
Target sequence (P37288 whole entry, looked up): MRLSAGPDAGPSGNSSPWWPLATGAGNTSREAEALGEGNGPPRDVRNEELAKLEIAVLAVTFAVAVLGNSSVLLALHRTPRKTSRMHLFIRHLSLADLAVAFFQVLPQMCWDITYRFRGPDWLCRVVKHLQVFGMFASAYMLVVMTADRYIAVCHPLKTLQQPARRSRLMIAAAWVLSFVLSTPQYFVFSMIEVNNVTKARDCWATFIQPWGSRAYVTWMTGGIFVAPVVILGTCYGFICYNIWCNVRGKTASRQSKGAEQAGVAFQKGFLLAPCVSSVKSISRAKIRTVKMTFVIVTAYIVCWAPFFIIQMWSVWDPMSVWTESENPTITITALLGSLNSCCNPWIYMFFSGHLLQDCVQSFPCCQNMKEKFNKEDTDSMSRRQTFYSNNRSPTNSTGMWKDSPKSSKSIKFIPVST
TAAR1 agonist: human TAAR1 agonism. AID 624467. activation, % at 3 µM. Q96RJ0. CHO RD-HGA16 TAAR1, Fluo-8 calcium fluorescence; vehicle wells 0%, saturating PEA agonist 100%. 360,000 compounds, 0.99% hits;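 active means activation above the mean activation of all test compounds in the run plus 3 SD, cut at about 38% in these data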
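Test system: RD-HGA16 (CHO) cells co-expressing Gα16 and hTAAR1 | Doses: Single dose, 3 µM | Schedule: 17-24 h seeding, 75 min 37 °C dye, 30 min RT | Evaluation: % activation from peak over basal fluorescence ratio, DMSO-to-PEA scaled | Technique: Kinetic Fluo-8 calcium fluorescence | Benchmarks: Low control DMSO, high control PEA (EC100)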
TAAR1 antagonist: human TAAR1 antagonism; inhibition, % at 3 µM; 360,000 compounds, 1.5% hits; Q96RJ0; CHO RD-HGA16 TAAR1, Fluo-8 calcium fluorescence, antagonist; AID 624466;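 active means inhibition above a per-plate cutoff, the mean inhibition of test compounds on that plate plus 3 SD, cut at about 49% in these data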;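 further: 0% = DMSO plus EC80 beta-PEA response and 100% = DMSO alone without agonist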
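Assay system: RD-HGA16 CHO cells with stable hTAAR1 and Gα16 / Reagent: EC80 β-phenethylamine stimulus / Doses: 3 µM, single point / Timing: dye loading 75 min at 37 °C, then 30 min room temperature / Measured by: Fluo-8 intracellular calcium dye fluorescence, real-time kinetic reads / Controls: vehicle wells and EC80 agonist wells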
CHO-K1 Ca ag: nonselective activator or artifact in parental CHO-K1 cells; 360,000 compounds, 0.48% hits; activation, % at 3 µM; Fluo-8 calcium fluorescence; scaled to maximal ATP response, vehicle zero; in the data active means activation above about 15%;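 further: untransfected CHO-K1 host cells lacking M1 receptor as counterscreen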
CHO-K1 Ca antag: M1 antagonist counterscreen hit in parental CHO-K1 cells; AID 602250; 360,000 compounds, 0.6% hits; inhibition, % at 3 µM; ATP-induced calcium, Fluo-8 fluorescence;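 active means inhibition above a per-plate cutoff, the plate's mean sample inhibition plus 3 SD, cut at about 24% in these data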;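 further: 0% = DMSO plus EC80 ATP and 100% = DMSO alone without ATP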
* hit, by the source's call; x = no result given.

Values run as follows: M1 PAM parental | OXTR potentiate | M1 ag | CHO parental Ca | V1aR counter | TAAR1 agonist | TAAR1 antagonist | CHO-K1 Ca ag | CHO-K1 Ca antag
> COc1ccc(OC)c(CN2CCN(c3ccc(S(=O)(=O)N4CCCC4)cn3)CC2)c1
→ 8.4 | 1.2 | -8.4 | -12.6 | 0.7 | 5.3 | -20.2 | 0.9 | -5.9
> O=C(COc1ccc(S(=O)(=O)N2CCCC2)cc1)N1CCCC1
→ 4.1 | -11.4 | -2.5 | 2.8 | 1.1 | -0.1 | -6.2 | 0.3 | -11.3
> Cn1cnnc1SCNC(=O)C(F)(F)F
→ -9.1 | -2.5 | -2.4 | 3.5 | 0.2 | 1.1 | -28.3 | 0.6 | -19.7
> Cc1ccc2nc3sc(C(=O)NCc4ccco4)c(N)c3cc2c1
→ 8.1 | -5.4 | -1.6 | -9.9 | -0.5 | 26.6 | 1.7 | 0.5 | -4.2
> CCCCCCCCCCCCC/C=C/[C@@H](O)[C@@H](N)CO
→ -9.1 | -5.9 | 1.4 | 18.2 | 1.1 | 38.7* | -8.1 | 0.2 | 7.5
> Cc1nc2c(-c3ccccc3)c(C)nn2c(C)c1CCC(=O)NCc1ccco1
→ 19.5 | -6.8 | -1.4 | -22.9 | -1.8 | -2.9 | -6.8 | 0.0 | -7.7
> CCC(C)N1CC(C(=O)O)CC1=O (centres undefined)
→ 3.2 | -3.0 | 0.2 | -4.8 | -1.1 | 7.7 | 10.9 | 0.5 | -21.1
> COc1ccc(CN(C(=S)Nc2ccccc2)C2CC(=O)N(c3ccccc3)C2=O)cc1 (centres undefined)
→ 19.7 | -12.1 | -1.5 | -9.7 | 1.5 | 12.3 | 3.0 | 3.4 | -6.2
> Cc1ccc(C)c(S(=O)(=O)N2CCC(c3nc4c(nnn4Cc4ccc5c(c4)OCCO5)c(=O)[nH]3)CC2)c1
→ -11.2 | -5.5 | -3.1 | -0.4 | 2.1 | -0.2 | -5.2 | -0.3 | -9.6
> CC(=O)c1cccc(N(C(=O)c2cnccn2)C(C(=O)NCc2ccccc2)c2ccco2)c1 (centres undefined)
→ 10.4 | -12.2 | -0.4 | -14.8 | 0.3 | 3.2 | 8.0 | 1.7 | -1.1
> Cc1c(C#N)c(N=CN(C)C)c(C(=O)c2ccc(Br)cc2)n1-c1ccc(Cl)cc1
→ 19.9 | -2.0 | -9.3 | -25.4 | -1.2 | 2.1 | 8.4 | 0.3 | -38.9
> COC(=O)c1cc(CNC(=O)Cc2ccsc2)ccc1OC
→ 2.4 | 0.7 | 0.0 | -10.4 | -1.1 | -1.2 | -7.2 | 0.3 | -22.9
> Cc1ccc(C(=O)c2cncc(Br)c2)cc1
→ -3.5 | -5.9 | -0.8 | -6.0 | -1.1 | 0.7 | -1.1 | -0.2 | 15.8
> CCn1c(CNC(=O)Cc2ccc(OC)cc2)nnc1SCC(=O)Nc1nccs1
→ -5.7 | -4.3 | -9.3 | -16.8 | -0.5 | -0.6 | -20.7 | -0.5 | 12.1
> CC1(C)C2CCC1(CS(=O)(=O)NCc1ccc(C(=O)O)cc1)C(=O)C2 (centres undefined)
→ -1.7 | 4.7 | -0.7 | -1.9 | 1.2 | 9.5 | -13.7 | -0.1 | -1.7
> CCOC(=O)/C(N=Nc1c(C)n(C)n(-c2ccccc2)c1=O)=C(/O)c1ccccc1
→ 14.2 | -2.9 | -13.8 | 1.7 | -1.0 | 5.8 | -12.7 | 0.5 | -11.3
> C=C(c1ccc(OCCO)cc1)c1ccc(OCCO)cc1
→ 11.0 | -6.1 | -2.2 | -4.5 | -0.2 | 5.3 | 15.6 | 0.7 | -11.0
> Cn1cc(C2N3CC4(C)CN2CC(C)(C3)C4=O)c2ccccc21 (centres undefined)
→ 5.7 | -21.0 | -4.5 | -9.2 | -0.2 | 6.3 | 17.6 | 0.3 | -9.9
> CC1CCN(Cc2ccc(-c3nnn(CC(=O)Nc4ccccc4Cl)n3)cc2)CC1
→ 5.3 | -12.7 | -14.6 | -16.8 | 5.0 | 8.1 | -0.8 | 6.9 | -10.4
> COc1ccc(CCNC(=O)C2CCN(Cc3nc(-c4ccc(Cl)cc4)oc3C)CC2)cc1OC
→ 10.4 | x | -2.7 | x | x | -1.1 | -26.7 | 2.3 | -17.6
> CCCCNC(=O)C1CCC(CNc2nc(=S)[nH]c3ccccc23)CC1 (centres undefined)
→ 9.2 | -3.4 | -6.8 | -14.3 | -0.9 | 0.5 | -4.6 | 0.4 | -12.7
> COc1ccc(S(=O)(=O)NCc2ccc(C(=O)NCCCN3CC(C)CC(C)C3)cc2)cc1 (centres undefined)
→ 1.5 | -8.1 | -5.7 | -10.9 | 1.0 | 1.2 | -24.3 | 0.5 | -5.3
> O=C(NCc1ccco1)c1cccc(-c2cncc3nccn23)c1
→ 2.0 | x | -3.8 | x | x | 0.8 | -2.1 | 0.0 | -4.7
> N=C1C(c2ccccc2)=C(O)CN1c1cccc(S(=O)(=O)N2CCCCC2)c1
→ 15.5 | -1.3 | -4.0 | -8.8 | 0.4 | -0.6 | -12.5 | -0.3 | -6.2
> CCCSc1nc2c(cnn2-c2ccc(Cl)cc2)c(=O)[nH]1
→ 2.6 | -10.9 | -3.1 | 6.0 | 0.5 | 8.3 | 1.1 | 0.1 | -14.0
> CCN1C(=O)/C(=C\N2CCCc3ccccc32)SC1=S
→ 14.5 | 0.8 | -2.4 | -8.4 | 0.1 | 14.0 | 11.0 | 0.2 | -9.1
> CCc1ccc(NC(=O)c2ccc(NC(=O)C3CCCO3)cc2)cc1 (centres undefined)
→ -5.3 | -5.8 | -6.6 | -13.4 | 7.4 | x | x | 4.9 | -6.1
> CCOc1cc(-c2noc(CCC(=O)NC3CCCCC3)n2)ccc1OC
→ 9.0 | -0.9 | -0.9 | -6.8 | 0.9 | -2.9 | -4.3 | 0.3 | -15.6
> COc1ccc(CC(=O)N[C@@H]2c3cc(OC)c(OC)cc3C[C@H]2OCc2ccccc2)cc1
→ 7.7 | x | -4.5 | -21.7 | x | 6.7 | 45.0 | 3.6 | -8.7
> Cc1ccc(C(=O)NCCc2ccc(S(N)(=O)=O)cc2)o1
→ 27.4 | -23.2 | -5.9 | -11.8 | 0.8 | -0.1 | 0.2 | 0.8 | -10.4

Further entries follow:
Values run as follows: M1 PAM parental | OXTR potentiate | M1 ag | CHO parental Ca | V1aR counter | TAAR1 agonist | TAAR1 antagonist | CHO-K1 Ca ag | CHO-K1 Ca antag
> Cc1ccc2c(C)c(C(=O)Nc3nnc(C)s3)oc2c1
→ 9.9 | -0.5 | 0.2 | 5.6 | -0.7 | -0.3 | -9.1 | -0.6 | 9.3
> CCn1cc(C(=O)NCCCOC)c2cc(OC)c(OC)cc2c1=O
→ 12.1 | -1.9 | -3.2 | 0.9 | -0.1 | 3.7 | 3.4 | -0.1 | -6.7
> COc1ccc(C(=O)Nc2ccc(N3CCCCCC3)cc2)cc1S(=O)(=O)N1CCOCC1
→ 6.6 | -11.2 | -4.6 | -2.0 | 6.5 | 3.8 | 18.1 | 5.7 | -14.5
> NC(c1csc(Nc2nncc3ccccc23)n1)c1ccccc1Cl (centres undefined)
→ 21.9 | x | 9.7 | x | x | 50.5* | 39.9 | 6.0 | -3.5
> CCC(C)(C)NC(=O)C(c1ccc(C)cc1)N(CCN1CCOCC1)C(=O)CNC(=O)c1cccs1 (centres undefined)
→ -8.6 | -1.0 | -4.9 | -14.5 | -0.6 | 5.4 | -11.3 | -0.1 | 8.2
> Cn1c(N)c(C(=O)COC(=O)Cc2ccc(Cl)cc2Cl)c(=O)n(C)c1=O
→ -11.9 | x | -2.6 | x | x | 7.2 | -13.3 | 2.9 | 3.7
> CC(C)NCC(=O)NC12CC3CC(CC(C3)C1)C2
→ 9.6 | -13.4 | -5.0 | 2.8 | 6.5 | 11.6 | -8.6 | 0.4 | -3.8
> O=C(c1cc2ccccc2o1)N1CCN(c2cccc(Cl)c2)CC1
→ -5.9 | -8.0 | -3.0 | -3.3 | 0.0 | 0.1 | -12.9 | 0.2 | 9.1
> Cc1ccc(C2=NN(S(=O)(=O)c3ccccc3)C(c3ccccc3O)C2)cc1 (centres undefined)
→ 14.8 | x | -6.8 | x | x | 2.4 | 27.9 | 0.8 | 1.9
> CC(=O)c1cccc(NC(=O)Nc2cnn(Cc3ccc(Cl)cc3Cl)c2)c1
→ 8.2 | -20.7 | -0.5 | 5.9 | 7.7 | 20.2 | 41.3 | 5.0 | 15.0
> CC(C)(C)c1ccc(C(=O)N2CCC2(C)C(=O)Nc2cnc3ccccc3c2)cc1 (centres undefined)
→ 17.7 | x | -6.1 | x | x | -0.2 | 36.0 | 0.8 | -12.5
> CCOc1ccc2nc(SCC(=O)NC3CCCc4ccccc43)sc2c1 (centres undefined)
→ 12.1 | 0.6 | 0.2 | -26.3 | 0.2 | 6.1 | 0.5 | -0.7 | 7.0
> CC(=NNC(=O)c1ccncc1)c1ccc(O)cc1O
→ 13.9 | x | -1.1 | x | x | 4.2 | -27.1 | 0.5 | -10.2
> COc1ccc(/C=N/NC(=O)CCn2c3ccccc3c3ccccc32)cc1OC
→ 6.0 | -6.4 | -7.8 | -19.2 | 1.8 | 16.0 | 16.0 | 0.2 | -4.8
> CCCCN1C(=O)C(CC(=O)NC2CCCCC2)CC(C(=O)N2CCCCCC2)=C1C (centres undefined)
→ -16.3 | x | x | x | x | 0.4 | -17.5 | -0.1 | 14.3
> O=C(COc1ccccc1)N1CCN(S(=O)(=O)Cc2ccccc2)CC1
→ -10.3 | -5.5 | -2.0 | -5.2 | 3.5 | 6.7 | 6.2 | 1.5 | -7.0
> CN(CC(=O)Nc1ccc(Cl)cc1)C1=NS(=O)(=O)c2ccccc21
→ 17.9 | -5.1 | -2.9 | -7.0 | 1.6 | 10.9 | 2.6 | 0.8 | -14.2
> Cc1ccc(S(=O)(=O)N2CCN(C)CC2)cc1[N+](=O)[O-]
→ 10.1 | 0.3 | -4.5 | 5.4 | 3.0 | x | x | 0.6 | -5.0
> Cc1ccc2[nH]c3c(=O)n(CCN4CCOCC4)cnc3c2c1
→ 11.4 | -0.9 | -2.5 | -15.9 | -0.5 | 0.0 | 4.3 | 0.1 | 2.9
> Cc1ccc(N(C)C(=O)CC(C)S(=O)(=O)c2ccc3c(c2)NC(=O)CO3)cc1 (centres undefined)
→ -23.3 | -8.3 | -1.7 | -3.9 | 1.3 | 2.0 | 3.9 | 0.2 | 2.3
